# NFkB transloc inh – inhibitors of IL-1B driven NFkB p65 nuclear import, primary screen, imaging, HUVEC, IL-1B stimulus, high-content imaging; HUVEC IL-1B NFkB p65 nuclear translocation imaging; inhibition, % at 2 µM; hit rate 0.43% among 94,000; AID 796, 2007;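 active = inhibition above about 30% together with a positive call from visual inspection of the well image, limit read from the data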;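 note: nuclear over cytoplasmic p65 intensity ratio measured by imaging; 0% = IL-1B stimulated DMSO wells and 100% = unstimulated DMSO wells; values of inactives mirror those of a sister screen read the other way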
# PLAP inhibitors HTS – PLAP enzyme inhibitors, biochemical, luminescence, HTS (AID 690) | purified PLAP, luminescent substrate; higher % means a stronger effect | Alkaline phosphatase, placental type (Homo sapiens) | hit rate 0.08% among 96,000 | inhibition, % at 20 µM, or IC50 in µM where a hit was titrated; in the data active = a potency from the dose series; inactive = the rest, 99 in 100 with inhibition below about 30%; note: strong numbers were not always called active
# Bcl-B TR3 displacers – displacers of TR3 peptide from Bcl-B, primary screen, selectivity assay for Bfl-1 inhibitor project, biochemical, fluorescence polarization. Bcl-2-like protein 10 (Homo sapiens). FP displacement of FITC-TR3 peptide from Bcl-B; higher % means a stronger effect. one-dose displacement, % at 20 µM; IC50 in µM for titrated hits. hit rate 0.11% among 96,000;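 active = displacement above 50% at 20 µM plus a fluorescence interference ratio under 1.5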;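 note: plate controls were wells without compound for no effect and wells lacking Bcl-B protein for full effect; a part of the inactive calls stands beside numbers as strong as those of hits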
# MRP resist rev – reversal of MRP1-mediated doxorubicin resistance, primary screen, H69AR cells, doxorubicin co-treatment; H69AR cells + 2 uM doxorubicin, CellTiter-Glo, 72 h; differential viability (reversal), % at 10 µM; hit rate 0.04% among 85,000; AID 602, 2007;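 active = viability drop by adding the cancer drug above about 55%, with treated viability meeting a 40% cutoff, limit read from the data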;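 note: viability without doxorubicin minus viability with 2 µM doxorubicin for each compound; larger differential means the compound sensitizes cells more to doxorubicin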
# NFkB transloc pot – enhancers of NFkB p65 translocation in HUVEC – imaging, IL-1B stimulus, high-content imaging, primary screen; HUVEC IL-1B NFkB p65 nuclear translocation imaging; activation, % at 2 µM; hit rate 0.3% among 94,000;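 active = activation above 40%, about the mean plus 3 SD, also judged a hit on visual image review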;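 note: percent activation is computed from the nuclear over cytoplasmic p65 intensity ratio; values of inactives mirror those of a sister screen read the other way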
# MRP resist rev cytotoxicity – also measured in MRP resist rev; calls as there; viability, %; H69AR cells, CellTiter-Glo, 72 h; measured here: cytotoxicity without doxorubicin
# MRP resist rev with doxorubicin – recorded beside MRP resist rev, whose call it bears; viability, %; measured here: viability with 2 uM doxorubicin; hits give low values
# NFkB transloc inh cell count 2 µM – second read-out of NFkB transloc inh, no call of its own (marks repeat the call); cell count; measured here: cells passing quality filter;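 raw number of nuclei counted in each imaged well without normalization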
# NFkB transloc pot cell count 2 µM – recorded beside NFkB transloc pot, whose call it bears; cell count; measured here: cells passing quality filter
# Active calls of the source: *; x = not tested or not shown. Some of the compounds tested, so the mix of outcomes need not match the whole.
SMILES,NFkB transloc inh,NFkB transloc inh cell count 2 µM,PLAP inhibitors HTS,Bcl-B TR3 displacers,MRP resist rev,MRP resist rev cytotoxicity,MRP resist rev with doxorubicin,NFkB transloc pot,NFkB transloc pot cell count 2 µM
CN(CC(=O)Nc1ccc(Cl)cc1)S(=O)(=O)c1cccc2cccnc12,-27.7,208,19.7%,7.9%,3.2,83.6,80.4,27.7,208
COCCNC(=O)C(c1ccc(F)cc1)N(CCOC)C(=O)CCC(=O)Nc1nccs1 (stereo not given),3.7,110,-64.8%,3.3%,6.8,95.1,88.2,-3.7,110
COc1ccc(OC)c(NC(=O)Cn2c(=O)oc3ccccc32)c1,x,x,4.3%,-7.7%,-0.6,95.2,95.8,x,x
COc1ccc2cc(C(c3nnnn3C3CCCC3)N3CCc4ccccc4C3)c(=O)[nH]c2c1 (stereo not given),3.3,199,-56.1%,-9.6%,22.2,56.5,34.2,-3.3,199
COC(=O)c1ccc(C2C(C(=O)Nc3ccc(C)cc3C)=C(C)Nc3ncnn32)cc1 (stereo not given),1.8,171,-60.3%,-0.1%,9.8,94.4,84.6,-1.8,171
COc1c(Br)cc(Br)cc1C(=O)O,-3.5,69,-31.0%,-2.5%,-13.9,92.7,106.5,3.5,69
C/C(=C\C(=O)O)CC(=O)O,-19.1,147,15.1%,0.1%,-2.8,96.2,99.1,19.1,147
Cc1cc(NS(=O)(=O)c2ccc(NC(=O)CCN3C(=O)c4ccccc4C3=O)cc2)no1,-20.0,115,-24.4%,-7.7%,1.4,90.6,89.2,20.0,115
COC(=O)c1ccc(C(=O)OC)c(NC(=O)CCc2ccc(C)o2)c1,-6.9,166,-8.6%,-7.9%,7.6,90.1,82.6,6.9,166
COc1cc2c(cc1OC)-c1cc(OCCN3CCOCC3)nc(=O)n1CC2,-1.0,103,-22.9%,-9.2%,-2.9,84.5,87.4,1.0,103
CCOC(=O)N1CCN(C(=O)c2ccc3c(c2)sc2nc(-c4ccc(OC)cc4)cn23)CC1,-6.0,198,-41.7%,-3.6%,x,x,x,6.0,198
CCN(CC)c1nc(N)c2c(N)nc3c(c2c1C#N)CC(c1ccccc1)O3 (stereo not given),-18.3,105,-10.8%,8.2%,-0.7,58.9,59.6,18.3,105
Nc1c(C(=O)NCc2ccccc2)sc2nc(N3CCOCC3)c3c(c12)CCCC3,11.6,109,-6.4%,-14.0%,x,x,x,-11.6,109
COc1ccc(N2C(N)=C(C#N)C(c3cccnc3)C3=C2CC(C)(C)CC3=O)cc1 (stereo not given),12.8,73,-9.1%,-2.3%,-13.5,17.7,31.2,-12.8,73
CCOCC(O)CS(=O)(=O)c1ccccn1 (stereo not given),8.4,138,-9.0%,0.7%,-19.6,91.5,111.1,-8.4,138
Cc1cc(Cl)c(S(=O)(=O)N2CCN(c3cccc(C)c3C)CC2)cc1OCC(N)=O,-7.2,179,-18.4%,12.2%,-4.0,37.7,41.7,7.2,179
O=C(Nc1ccc(Cl)cc1)Nc1ccccc1C(=O)NCc1ccco1,-2.1,48,22.4%,-6.3%,-2.2,100.2,102.4,2.1,48
COc1cc(NS(=O)(=O)c2cccc3nsnc23)cc(OC)c1,x,x,-29.3%,-6.6%,-3.5,85.2,88.7,x,x
Cc1cc(C)nc(NC(=O)NS(=O)(=O)N2CCCCCC2)n1,-0.6,95,-6.1%,-6.5%,13.4,95.1,81.7,0.6,95
O=C(c1ccc(CN2CCOCC2)cc1)N1CCN(c2ccccc2)CC1,8.6,98,x,x,5.1,102.8,97.7,-8.6,98
Cn1c(=O)c2sccc2n2c(CCCC(=O)NCc3ccc4c(c3)OCO4)nnc12,-8.3,114,-9.4%,3.2%,x,x,x,8.3,114
COc1ccccc1N(CCC#N)C(=O)CSc1nc(-c2ccccc2)cn1N,7.0,99,0.7%,8.5%,6.4,90.3,83.9,-7.0,99
COC(=O)c1ccc(COC(=O)c2[nH]c(C)c(C(C)=O)c2C)o1,-3.1,91,-15.9%,-10.5%,1.7,84.1,82.4,3.1,91
CCOc1ccc2oc(C(=O)OCC(=O)NC(=O)NC3CCCC3)c(C)c2c1,-39.0,148,3.6%,-9.2%,1.8,95.0,93.2,39.0,148
CCOC(=O)c1nnc(-c2ccccc2)nc1Oc1ccccc1Cl,5.2,119,2.2%,-5.0%,x,x,x,-5.2,119

# 3 of the entries above in order of the Bcl-B TR3 displacers value, largest number first.
SMILES | PLAP inhibitors HTS | Bcl-B TR3 displacers | NFkB transloc pot | NFkB transloc pot cell count 2 µM
COCCNC(=O)C(c1ccc(F)cc1)N(CCOC)C(=O)CCC(=O)Nc1nccs1 (stereo not given) | -64.8% | 3.3% | -3.7 | 110
Cn1c(=O)c2sccc2n2c(CCCC(=O)NCc3ccc4c(c3)OCO4)nnc12 | -9.4% | 3.2% | 8.3 | 114
COc1ccc(OC)c(NC(=O)Cn2c(=O)oc3ccccc32)c1 | 4.3% | -7.7% | x | x

# Continuation.
SMILES,NFkB transloc inh,NFkB transloc inh cell count 2 µM,PLAP inhibitors HTS,Bcl-B TR3 displacers,MRP resist rev,MRP resist rev cytotoxicity,MRP resist rev with doxorubicin,NFkB transloc pot,NFkB transloc pot cell count 2 µM
COc1ccc(CNC(=O)C2CC(c3ccccc3[N+](=O)[O-])=NO2)cc1 (stereo not given),-4.2,167,22.9%,2.7%,x,x,x,4.2,167
CCOC(=O)C(=O)Nc1nc(-c2ccccc2)c(CC)s1,-9.6,84,-54.1%,17.3%,3.8,102.5,98.6,9.6,84
Cc1ccc(Cn2c(CN3CCOCC3)nc3c2c(=O)[nH]c(=O)n3C)cc1,-11.7,83,2.1%,-5.9%,-0.2,97.7,97.9,14.1,83
N#Cc1nc(-c2ccco2)oc1N1CCc2ccccc2C1,-25.1,142,-49.2%,-58.9%,-2.5,82.2,84.7,25.1,142
CNS(=O)(=O)c1cccc(C(=O)OCC(=O)C23CC4CC(CC(C4)C2)C3)c1,1.8,33,-59.0%,5.5%,15.2,91.4,76.1,-1.8,33
COc1ccc(N/C(=N\c2nc(C)cc(C)n2)NC(C)=O)cc1OC,7.7,129,-17.9%,0.0%,x,x,x,-7.7,129
Cc1ccc(-n2c(N)c(C(=O)N3CCOCC3)sc2=S)cc1,-5.2,141,-8.3%,0.0%,15.4,89.0,73.6,5.2,141
COc1ccc(C)cc1S(=O)(=O)NC1CCCCC1,-17.5,171,-5.9%,-1.6%,-9.3,104.0,113.3,17.5,171
O=C(O)c1ccccc1C(=O)NCC(O)COCC1CC=CCC1 (stereo not given),5.4,100,-13.1%,-1.2%,0.3,98.0,97.7,-5.4,100
Cc1nc2ccc(NS(=O)(=O)c3ccc(C)c(C)c3)cc2s1,16.9,155,-17.3%,17.3%,x,x,x,-16.9,155
CC(C)c1cc(C(=O)O)on1,-0.4,176,-20.7%,7.2%,-2.9,97.9,100.7,0.4,176
O=c1oc(-c2ccco2)nc2sc3c(c12)CCCC3,-25.3,120,x,x,-0.1,101.5,101.6,25.3,120
CC1=C(C#N)CCC(=O)N1Cc1ccc(C)cc1,0.5,104,2.4%,2.6%,x,x,x,-0.5,104
CCOc1ccc(NS(=O)(=O)c2ccc3c(c2)oc(=O)n3C)cc1,-1.5,121,-4.7%,9.4%,-1.4,99.7,101.1,1.5,121
O=C(Cc1ccc(F)cc1)NCCc1ccc(F)cc1,4.3,184,12.1%,-3.2%,-9.6,99.2,108.8,-4.3,184
CSCCC1NC2(C(=O)Nc3ccc(Cl)cc32)[C@@H]2C(=O)N(C3CCCC3)C(=O)[C@H]12 (stereo not given in full),-25.0,147,-51.4%,25.3%,5.5,83.9,78.5,25.0,147
COc1cc(C(=O)N2CCC(n3cnc4cc(F)ccc43)CC2)cc(OC)c1OC,-2.5,173,-23.6%,-8.7%,-9.6,82.5,92.1,2.5,173
CCOc1ccccc1Nc1nnc(C)c(=O)[nH]1,-18.7,135,-5.2%,6.4%,-18.2,85.3,103.5,18.7,135
O=c1c2[nH]c3ccc(Br)cc3c2ncn1CCCn1ccnc1,8.3,164,-14.5%,3.1%,x,x,x,-8.2,164
On1cnnc1-c1ccccc1,-5.8,105,-9.4%,0.7%,-16.9,93.7,110.7,5.8,105
CCCCCNc1nc(NCCCO)c(C#N)c2c1CN(C)CC2,-19.9,45,-15.7%,0.9%,-5.1,79.0,84.1,19.9,45
COc1ccc(C2NC(=O)CS2)cc1 (stereo not given),0.8,149,x,x,6.1,99.9,93.8,-0.8,149
O=C(NCc1ccccc1)C1CC(=O)N(c2ccc(OCC(=O)N3CCCC3)cc2)C1 (stereo not given),0.8,176,x,x,-11.4,80.1,91.5,-0.8,176
CC(=O)OC1c2c(ccc3ccc(=O)oc23)OC(C)(C)C1OC(=O)CC(C)C (stereo not given),-2.0,97,-58.5%,0.6%,3.8,85.7,81.9,2.0,97
c1ccc(COc2ccc(Oc3nc(N4CCCCC4)nc(N4CCOCC4)n3)nn2)cc1,1.3,190,-53.4%,-0.6%,23.9,68.3,44.4,-1.3,190
# The list continues:
SMILES,NFkB transloc inh,NFkB transloc inh cell count 2 µM,PLAP inhibitors HTS,Bcl-B TR3 displacers,MRP resist rev,MRP resist rev cytotoxicity,MRP resist rev with doxorubicin,NFkB transloc pot,NFkB transloc pot cell count 2 µM
Clc1ccc(-n2nnnc2SCc2cn3ccccc3n2)cc1,-25.0,142,10.4%,0.8%,3.0,83.5,80.5,25.0,142
CCOc1ccc2nc(NC(=O)c3ccc(S(=O)(=O)N4CCOCC4)cc3)sc2c1,-6.1,155,11.3%,2.6%,-13.4,66.3,79.7,6.1,155
c1coc(CNc2ncnc3ccccc23)c1,-0.3,138,1.2%,-7.4%,x,x,x,0.3,138
CSc1nsc(NC(=O)Cc2ccccc2)n1,15.9,158,0.9%,-0.3%,0.8,100.9,100.1,-15.9,158
O=C(CCC(=O)c1ccc(F)cc1)Nc1cccnc1,4.0,107,x,x,2.2,101.5,99.3,-4.0,107
CCOc1ccc(C(CC(=O)O)NC(=O)COc2ccccc2)cc1 (stereo not given),-11.6,132,-3.0%,-5.2%,16.6,104.3,87.8,11.6,132
Cc1cc(=O)[nH]c(SCC(=O)NCc2ccco2)n1,-33.7,126,x,x,2.8,97.2,94.4,33.7,126
Cc1ccc(Cn2c(=N)n(CC(O)c3ccco3)c3ccccc32)cc1 (stereo not given),-17.8,220,-77.2%,9.4%,-10.5,72.8,83.4,17.8,220
COC(=O)c1sc2cc(C(F)(F)F)cnc2c1-c1ccccc1,-9.3,147,-17.7%,3.9%,x,x,x,9.2,147
O=C(NCCN1CCOCC1)c1ccc(CS(=O)(=O)c2c(Cl)cccc2Cl)o1,-30.1,193,-6.6%,-0.3%,8.4,99.3,90.9,30.1,193
CCNC(=O)c1c(O)c2ccccc2[nH]c1=O,x,x,9.3%,-4.5%,3.3,75.2,71.9,x,x
Cn1c(COc2ccccc2)nnc1SCCN1CCOCC1,-25.9,160,-24.5%,6.8%,8.8,100.6,91.8,25.9,160
Cc1ccc(N2C(=O)[C@@H]3[C@H](C2=O)[C@H]2C=CC=NN2[C@@H]3C(=O)Nc2ccc(Cl)cc2)cc1,x,x,-35.1%,-28.4%,3.5,100.2,96.7,x,x
CC(C)c1ccc(-c2c(C#N)c(N)nc(SCC(=O)N3CCCCCC3)c2C#N)cc1,-5.3,163,0.7%,-6.8%,0.4,59.5,59.1,5.3,163
Fc1cc(F)c2nc(N3CCCCC3)sc2c1,9.2,140,-18.2%,-12.4%,-5.6,80.3,85.8,-9.2,140
O=C(C1CCCN(Cc2cccnc2)C1)N1CCCCC1 (stereo not given),1.2,147,-7.0%,10.1%,x,x,x,-1.2,147
CCCc1nc(SCC(=O)Nc2nnc(CC)s2)c2c(C)c(C)sc2n1,8.3,163,12.7%,-11.1%,x,x,x,-8.3,163
